From PubChem BioAssay
RGS12 GoLoco inh: RGS12 GoLoco-Gai1 interaction inhibition. P63096. Gai1:RGS12 GoLoco peptide FP, rhodamine, 10 min. Potency, µM (titrated, usually from 61.6 µM), inactives show top-dose activity, negative = inhibition, most hits filed as inhibitors. 0.44% of 230,000 active; active = well fitted inhibition curve with a large enough effect, not every such curve was filed as active; inactive = no such curve, though single readings can be large or run the other way; note: % is set by controls: 0 for no effect and ±100 for the full control effect; nearly all actives have a fitted effect of over 30% in size; many of its hits are not listed in these tables
Target sequence (P63096 whole entry, looked up): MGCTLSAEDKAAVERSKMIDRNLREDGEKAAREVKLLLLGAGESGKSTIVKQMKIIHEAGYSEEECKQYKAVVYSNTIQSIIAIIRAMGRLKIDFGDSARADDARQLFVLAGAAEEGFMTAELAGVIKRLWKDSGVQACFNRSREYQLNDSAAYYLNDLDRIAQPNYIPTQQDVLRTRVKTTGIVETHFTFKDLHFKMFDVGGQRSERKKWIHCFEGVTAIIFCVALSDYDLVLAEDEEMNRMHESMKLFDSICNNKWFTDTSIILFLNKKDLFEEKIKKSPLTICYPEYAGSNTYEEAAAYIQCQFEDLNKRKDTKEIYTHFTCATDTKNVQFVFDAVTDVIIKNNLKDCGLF
GAA inh: alpha-glucosidase (human) inhibition | AID 1466 | Potency, µM (series often up to 76.9 µM), inactives show at the top dose activity change, negative = inhibition, usual class: inhibitors | P10253 | 0.005% of 200,000 active | purified human GAA, 4-MU-alpha-glucoside fluorescence;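 note: plate controls were uninhibited enzyme wells for no effect and no-enzyme background for full effect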
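Fluorescence at Ex 365/Em 440 nm from 4-methylumbelliferone reported enzyme activity after 20 min at room temperature. Reactions used 4 nM enzyme and 400 uM substrate at pH 5.0; curves fitted with the Hill equation.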
aGlu spleen mod: inhibits or activates alpha-glucosidase in human spleen homogenate. P10253. human spleen homogenate, 4-MU-alpha-glucoside fluorescence. Potency, µM (doses to about 79.9 µM), inactives show at the highest dose activity change, negative = inhibition, usual class: inhibitors. 0.006% of 240,000 active. AID 2112;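 note: 0% = enzyme with vehicle and -100% = no enzyme basal signal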
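Compounds were titrated against alpha-glucosidase in spleen homogenate at pH 5.0, with 1 mM 4-methylumbelliferyl substrate for 40 min at 37 C. Reactions were quenched with pH 10 NaOH/glycine and fluorescence measured.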
IMPase Li inh: IMPase inhibition in cells with lithium potentiation | CHO-M1 cells, IP1 TR-FRET (IP-One), carbachol + lithium | Potency, µM (top dose mostly 59.4 µM), for inactives: at the highest dose activity, negative = IMPase inhibition, usual class: inhibitors | 0.35% of 210,000 active | AID 1457;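 note: IP1 builds up when IMPase is blocked and the TR-FRET signal falls; plate controls were basal vehicle for no effect and high inhibitor control for full effect; nearly all actives have a fitted effect of over 50% in size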
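Test compounds were applied to CHO-M1 cells previously cultured for 16–30 h at 2000 per well. A small lithium amount accompanied them; after 30 min at 37C, IP1 was quantified by TR-FRET.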
HTT cytoprotect: Huntington cell model cytoprotection by ATP luminescence; PC12 HTT-Q103 induced, cytoprotection, ATP luminescence, 40 h; Potency, µM (titrated, usually from 56.4 µM), inactives show cytoprotection (ATP increase), most hits filed as activators; 0.14% of 230,000 active;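 note: % of control where 0% means no effect; nearly all actives have a fitted effect of over 45% in size; toxic huntingtin expression switched on by the ecdysone agonist tebufenozide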
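Readout: ATPlite luminescence (ATP level). Model: stable PC12, inducible Htt exon1 Q103-GFP. Inducer: tebufenozide, 100 nM final. Compounds: dose series. No G418 in medium.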
HTT aggregate: inhibitors of mutant huntingtin aggregate formation in PC12 cells; PC12 HttQ103-GFP aggregates, Acumen cytometry, 40 h; Potency, µM (series often up to 46.1 µM), for inactives: at the highest dose activity change, negative = inhibition, most hits filed as inhibitors; 1.1% of 220,000 active; AID 1688; note: % is set by controls: 0 for no effect and ±100 for the full control effect; nearly all actives have a fitted effect of over 60% in size
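Using laser scanning cytometry, GFP-positive aggregates were counted after lysis of PC12 cells induced with 100 nM tebufenozide to express HTT exon 1 Q103–GFP. Compounds were tested in titration.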
GAA glycogen: inhibitors or activators of human alpha-glucosidase glycogen cleavage; P10253; recombinant GAA, glycogen substrate, Amplex Red glucose oxidase fluorescence; Potency, µM (series often up to 76.4 µM), without a hit: top-dose activity change, negative = inhibition, hits mostly inhibitors; 0.38% of 300,000 active; AID 2100;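 note: 0% = full enzyme reaction and -100% = no-enzyme basal signal; the screen sought inhibitors and activators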
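Natural-substrate format: glycogen cleavage by 4 nM human enzyme, glucose read by Amplex Red coupling (Ex 573, Em 610 nm). Normalized to enzyme and no-enzyme controls.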
Numbers without * were called inactive; ? = inconclusive; . = no result given; & = joins results of further samples; [ ] = remark or other dose. Unless noted, calls come from the whole dose curve; as a rule, active = well fitted curve in the direction sought with a large enough effect; inconclusive = small, poorly fitted or top-dose-only effect, or another doubt; inactive = no such curve, though single readings can be large; an effect the other way counts as inactive or inconclusive. Potency is the fitted concentration of half-maximal effect. Only part of the results is shown, so the mix of outcomes need not match the whole.

Results follow in this order: RGS12 GoLoco inh	GAA inh	aGlu spleen mod	IMPase Li inh	HTT cytoprotect	HTT aggregate	GAA glycogen
- Cc1ccc(NS(=O)(=O)c2cc(C(=O)N(C)C)ccc2C)cc1C
→ 15%	0%	-2%	1%	-37%[inhibitor]	17%	-12%
- O=C(N/N=C/c1cc([N+](=O)[O-])ccc1O)c1c[nH]c2ccccc12
→ -1%	.	-2%	.	3%[10 µM]	0%[9.22 µM]	6%
- CCOc1nc(NC(=O)NS(=O)(=O)c2cccc(Cl)c2)nc(-c2ccccc2)n1
→ -1%	-2%	1%	0%	34%[10 µM]	-24%	4%
- O=C(NCC1CCCO1)c1ccc2nc(N3CCCCC3)sc2c1 (configuration not stated)
→ -8%	3%	-11%	11%	-21%	11%	11%
- COc1ccc(C2C(C(=O)Nc3ccc(F)cc3)=C(C)Nc3nc(CCCO)nn32)cc1 (configuration not stated)
→ -19%	1%[15.4 µM]	-2%	-4%[38.3 µM]	-1%	-1%	-1%
- C/C(=N\NC(=O)C1CC1(c1ccccc1)c1ccccc1)c1cccc([N+](=O)[O-])c1 (configuration not stated)
→ -1%	3%	-1%	2%	-8%[10 µM]	-4%	10%
- CS(=O)(=O)N1CCN(c2ncccn2)CC1
→ -10%	6%	-4%	0%[38.3 µM]	1%	23%	-4%
- COc1cccc(Oc2ccc(N/C=C/C(=O)C(C)(C)C)cc2)c1
→ 5%	-4%	9%	11%	.	7%	-11%
- Cc1sc2nc(CN3CCCC3)nc(N3CCN(C(=O)c4ccco4)CC3)c2c1C
→ 20%	?	6%	19%	-16%	-17%	1%
- CCCNc1nc(=S)n(-c2ccccc2)c(C)c1C(C)=O
→ 12%	5%	9%	7%	-30%[inhibitor]	18%	-13%
- CC1CCN(c2nnc(-c3cccs3)c3ccccc23)CC1
→ 14%	-7%	11%	15%	0%[10 µM]	-20%	-11%
- COCC(C)OC(=O)c1c(N)n(CC(C)C)c2nc3ccccc3nc12 (configuration not stated)
→ 6%	?	22%	24%[38.3 µM]	-6%	9%	-2%
- Cc1cc(C(=O)COC(=O)c2ccc(O)cc2)c(C)n1CCc1ccc(F)cc1
→ 17%	?	1%	14%	.	11%	29%
- CC1=C(CC/C(C)=N/NC(N)=S)C(C)(C)CCC1
→ 8%	4%	-7%	8%	?	-3%	?
- Cc1ccnc(NC(=O)CCC(=O)N(CC(=O)NCCc2ccccc2)Cc2ccco2)c1
→ -14%	-4%	1%	18%[38.3 µM]	15%	20%	1%
- COc1cc2nc(C3CCC3)n(NC(=O)COc3ccccc3)c(=O)c2cc1OC
→ 3%	1%	-7%	-1%[38.3 µM]	-12%	13%	3%
- O=C(O)c1cc2cc(Cl)ccc2[nH]1
→ 3%	.	5%&-1%	-7%	.	.	.
- COCCn1c(SCC(=O)c2c[nH]c3ccccc23)nnc1-c1ccncc1
→ 14%	6%	-2%	2%	6%[10 µM]	-17%	1%
- CC(=Nc1ccccc1)C1=C(O)CCCC1=O
→ 13%	-11%[15.4 µM]	4%	-13%	41%[10 µM]	-11%	4%
- O=C(c1cccc(Cl)c1)N1CCN(Cc2ccccc2F)CC1
→ 4%	-4%	-5%	0%[38.3 µM]	-9%	-29%	5%
- COc1ccc(C(=O)NNC(=O)CN2CCC(n3nnc4cc(F)ccc43)CC2)cc1
→ 7%	9%	-22%	0%	-10%[10 µM]	14%	-5%
- Cc1cccc(/N=C/c2nc(-c3ccccc3Br)oc2O)n1
→ 1%	?	-7%	12%	-16%	-23%	9%
- CS(=O)(=O)N(CC(=O)N/N=C/c1ccccc1C(=O)O)c1cccc(Cl)c1Cl
→ -10%	.	-5%	.	22%[10 µM]	26%[9.22 µM]	7%
- COc1ccc(COCCN2CCN(S(=O)(=O)c3ccccc3)CCC2=O)cc1
→ 5%	.	1%	.	20%[10 µM]	-5%[9.22 µM]	-2%
- CC1(C)CC(=O)C2=C(C1)N1CCCCC1CC2=O (configuration not stated)
→ -21%	-2%	-21%	1%[38.3 µM]	-8%	9%	9%
- O=C(Nc1ccc2c(c1)OCO2)C1CCCN1C(=O)Nc1cccc(F)c1 (configuration not stated)
→ -5%	-6%	1%	0%[38.3 µM]	-5%	-14%	8%
- CC1Cc2ccccc2N1C(=O)CSCC(=O)O (configuration not stated)
→ -2%	8%	-4%	-3%[38.3 µM]	-13%	-5%	1%
- COC(=O)c1ccc(-c2ccc(OC)c([C@H]3[C@H]4C=CC[C@@H](C)[C@@H]4C(=O)N3Cc3ccccc3)c2)cc1
→ 5%	.	-12%	.	-18%[10 µM]	?	3%
- COc1ccc(CNC(=O)c2cc(C3CC3)on2)cc1
→ 8%	-4%[15.4 µM]	2%	12%[38.3 µM]	-12%	1%	-6%
- CCn1ncc(-c2csc(N)n2)c1C
→ 3%	-8%	.	-11%	-51%	-11%	-22%

(more compounds)
| smiles | RGS12 GoLoco inh | GAA inh | aGlu spleen mod | IMPase Li inh | HTT cytoprotect | HTT aggregate | GAA glycogen |
| --- | --- | --- | --- | --- | --- | --- | --- |
| O=C(O)CSc1nnc(-c2ccncc2)n1C1CCCCC1 | 8% | 11% | -2% | 25%[38.3 µM] | -4% | -7% | ? |
| O=c1c2ccc(Cl)cc2nc(-c2ccc([N+](=O)[O-])cc2)n1O | 6% | -5% | . | 22% | -66%[inhibitor] | 6.3µM* | 0% |
| COc1ccc(-n2nc3cc(C)c(NC(=S)NC(=O)c4ccccc4C)cc3n2)cc1 | 6% | 1% | 5% | 13µM* | -9% | 5% | 10% |
| CC(OC(=O)C1CC(O)CN1S(=O)(=O)c1ccccc1[N+](=O)[O-])C(=O)N1CCCCC1 (configuration not stated) | 9% | 8% | -1% | 6% | 10%[10 µM] | -4% | 14% |
| COc1cccc(Nc2nc(CN3CCOCC3)nc3sc4c(c23)CCCC4)c1 | -5% | -12% | 4% | 2% | -14%[10 µM] | 18% | 12% |
| C=CCNC(=O)NC(=O)COC(=O)C(C)Oc1ccc(Cl)cc1Cl (configuration not stated) | -7% | 8% | 0% | -10% | 3% | 7% | 2% |
| O=C(C(Cc1ccccc1)N1C(=O)C2C3C=CC(C3)C2C1=O)N1CCCCC1 (configuration not stated) | 2% | 0%[15.4 µM] | -7% | 10%[38.3 µM] | -9% | 9% | 7% |
| COc1ccc(N2C(=O)NC(NC(=O)c3cccnc3)(C(F)(F)F)C2=O)cc1 (configuration not stated) | 1% | 6% | 4% | 1% | 2% | 22%[9.22 µM] | 2% |
| C=CCn1c(CCc2ccc(OC(C)C)cc2)n[nH]c1=S | 4% | 11% | 1% | 1% | -3%[10 µM] | 11%[9.22 µM] | -6% |
| CNC(=S)NNC(=O)Cc1ccc(O)cc1 | 8% | -4% | -6% | -3% | . | 21% | -2% |

Brought forward from above: 4 compounds, then new ones.
| smiles | RGS12 GoLoco inh | GAA inh | aGlu spleen mod | IMPase Li inh | HTT cytoprotect | HTT aggregate | GAA glycogen |
| --- | --- | --- | --- | --- | --- | --- | --- |
| O=C(C(Cc1ccccc1)N1C(=O)C2C3C=CC(C3)C2C1=O)N1CCCCC1 (configuration not stated) | 2% | 0%[15.4 µM] | -7% | 10%[38.3 µM] | -9% | 9% | 7% |
| COc1ccc(N2C(=O)NC(NC(=O)c3cccnc3)(C(F)(F)F)C2=O)cc1 (configuration not stated) | 1% | 6% | 4% | 1% | 2% | 22%[9.22 µM] | 2% |
| C=CCn1c(CCc2ccc(OC(C)C)cc2)n[nH]c1=S | 4% | 11% | 1% | 1% | -3%[10 µM] | 11%[9.22 µM] | -6% |
| CNC(=S)NNC(=O)Cc1ccc(O)cc1 | 8% | -4% | -6% | -3% | . | 21% | -2% |
| Cc1ccc(NC(=O)CS(=O)CC(=O)NCC2OCCc3ccccc32)c(C)c1 (configuration not stated) | -2% | -7% | -1% | 0%[38.3 µM] | 2%[10 µM] | 7% | -2% |
| CC1Cc2ccccc2N1CC(=O)Nc1ccc(S(=O)(=O)N(C)C)cc1 (configuration not stated) | -10% | . | -1% | . | -16%[10 µM] | -9%[9.22 µM] | 0% |
| COC(=O)C1=C(C)Nc2[nH]c(=S)[nH]c(=O)c2C1c1ccc(OC)cc1 (configuration not stated) | -2% | -4% | 8% | 5% | . | . | ? |
| C=C(C)C(=O)OCC(C)O (configuration not stated) | 4% | . | 5% | -7% | -5% | . | . |
| O=C(O)C1CCCCC1C(=O)Nc1cc(C(F)(F)F)ccc1Cl (configuration not stated) | 5% | 4% | 11% | 9% | -2%[10 µM] | -7%[9.22 µM] | 15% |
| CCOC(=O)c1cn2nc(Oc3ccc(C)cc3)ccc2n1 | -5% | . | 12% | . | 1%[10 µM] | -25%[9.22 µM] | 1% |
| O=C(NCc1ccc(F)cc1)C1CCN(S(=O)(=O)N2CCC3(CC2)OCCO3)CC1 | -5% | -9% | -2% | -5%[38.3 µM] | -23% | -6% | 9% |
| O=C(Nc1nccs1)c1ccc2nccnc2c1 | 13% | 0% | 4% | -1%[38.3 µM] | -35% | -4%[9.22 µM] | -5% |
| Clc1ccc(-c2nn3c(-c4ccncc4)nnc3s2)c(Cl)c1 | -4% | 2% | 8% | -5%[38.3 µM] | 2% | -10% | 0% |
| COc1ccc(-c2cc(CNS(=O)(=O)c3ccccc3)on2)cc1 | 6% | -9% | 4% | -8% | -21%[10 µM] | -6% | -2% |
| Cn1ccc(-c2cc(C(=O)O)c3ccccc3n2)n1 | 10% | -24% | 1% | 3% | -42%[inhibitor] | 7% | 0% |
| CCC(C)(C)NC(=O)C1CCCN1C(=O)NC1CCCCC1 (configuration not stated) | 7% | 2% | -5% | -3% | -24% | 1% | 8% |
| CC1CCC/C=C/C(=O)c2c(O)cc(O)cc2CC(=O)O1 (configuration not stated) | -2% | . | 13% | . | 24%[10 µM] | 33%[9.22 µM] | 2% |
| CCOC(=O)N1N=C(C)CC1(O)c1ccc(Cl)cc1 (configuration not stated) | 10% | -6% | . | -2% | -1% | -17% | 6% |
| O=C(c1ccco1)N(Cc1cc2ccccc2[nH]c1=O)CC1CCCO1 (configuration not stated) | 4% | 4% | -6% | 19%[38.3 µM] | 1% | -5%[9.22 µM] | 1% |
| COc1cccc(N=C(N)N=C(N)N)c1 | 3% | . | -11% | . | 2%[10 µM] | -13%[9.22 µM] | 3% |
